# MITF inh – MITF inhibitors, primary screen, biochemical, AlphaScreen, human; Microphthalmia-associated transcription factor (Homo sapiens), O75030; AlphaScreen MITF homodimerization, bead proximity signal; inhibition, % at 2.6 µM; actives 0.91% (n = 650,000); AID 1259374, 2018; in the data active = inhibition above about 50%;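 note: 0% = vehicle wells with protein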
# Target sequence (O75030 whole entry, looked up): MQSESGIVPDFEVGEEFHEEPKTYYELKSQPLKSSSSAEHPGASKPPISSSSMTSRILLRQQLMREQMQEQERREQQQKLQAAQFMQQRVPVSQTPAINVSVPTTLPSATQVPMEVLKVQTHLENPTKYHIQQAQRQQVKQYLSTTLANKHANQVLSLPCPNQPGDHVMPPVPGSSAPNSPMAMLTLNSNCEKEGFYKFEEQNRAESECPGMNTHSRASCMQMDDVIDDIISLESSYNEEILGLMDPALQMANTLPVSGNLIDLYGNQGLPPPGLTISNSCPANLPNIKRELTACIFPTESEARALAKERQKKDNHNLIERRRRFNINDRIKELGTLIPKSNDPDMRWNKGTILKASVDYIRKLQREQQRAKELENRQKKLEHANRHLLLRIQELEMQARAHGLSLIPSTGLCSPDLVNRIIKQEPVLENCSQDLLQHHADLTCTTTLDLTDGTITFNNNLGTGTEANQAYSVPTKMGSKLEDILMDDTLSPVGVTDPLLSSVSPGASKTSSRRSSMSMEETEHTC
# GPR151 activ – activators of human GPR151, primary screen, cell-based, PathHunter beta-arrestin, luminescence | G-protein coupled receptor 151 (Homo sapiens), Q8TDV0 | PathHunter beta-arrestin GPR151 cells | activation, % at 11.2 µM | actives 1% (n = 650,000); in the data active = activation above about 4.9%;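 note: 0% = median of compound wells and 100% = cells with positive control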
# Target sequence (Q8TDV0 whole entry, looked up): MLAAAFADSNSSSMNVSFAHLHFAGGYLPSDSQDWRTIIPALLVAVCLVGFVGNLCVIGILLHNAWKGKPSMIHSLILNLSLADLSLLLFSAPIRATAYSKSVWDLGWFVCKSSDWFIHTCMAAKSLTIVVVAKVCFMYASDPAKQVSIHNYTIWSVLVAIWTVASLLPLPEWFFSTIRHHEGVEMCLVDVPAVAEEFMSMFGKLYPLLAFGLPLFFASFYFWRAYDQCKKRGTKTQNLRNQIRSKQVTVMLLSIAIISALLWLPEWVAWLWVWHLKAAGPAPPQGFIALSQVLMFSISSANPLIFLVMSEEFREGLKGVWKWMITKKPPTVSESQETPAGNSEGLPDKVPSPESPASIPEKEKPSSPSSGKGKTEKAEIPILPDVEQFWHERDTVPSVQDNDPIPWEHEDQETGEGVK
# TEAD-YAP block – TEAD-YAP interaction inhibition, primary screen, TEAD-YAP interaction inhibitor project, luminescence, HEK-TIYL cells; TEAD-Gal4/YAP UAS-luciferase luminescence; inhibition, % at 9.12 µM; actives 1.4% (n = 640,000); AID 1259422, 2018; in the data active = inhibition above about 32%;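 note: 0% = median of test compound wells and 100% = reference inhibitor wells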
# FBW7 act – FBW7 E3 ligase activators, primary screen, biochemical, AlphaScreen, human. AlphaScreen FBW7–phospho-cyclin E peptide binding, activator screen. normalized activity (activation), % at 26.1 µM. actives 0.13% (n = 650,000); in the data active = normalized activity above about 1.9%;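 note: purified mutant Fbw7 with reduced substrate affinity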
# * = called active by the depositor; . = not tested or not shown.
SMILES,MITF inh,GPR151 activ,TEAD-YAP block,FBW7 act
COc1ccc(NC(=O)NCc2noc3ccccc23)c(OC)c1,-6,0.9,3,-0.2
Cc1ccc(OCC(=O)Nc2ccc(S(=O)(=O)N3CCOCC3)cc2)c(Br)c1,-8,-0.9,-8,-0.1
Cc1ccc(S(=O)(=O)NC(CO)C(=O)O)cc1 (stereo not drawn),-13,4.3,13,0.1
COC(=O)C1=C(C)N(c2ccc(C)cc2)C(=O)C1,-9,0.5,6,0.1
COc1ccc(-n2c(Cc3cccn3C)nnc2SCC(=O)NCc2ccccc2)cc1,14,-0.8,4,0.2
Cc1ccc2c(CNCc3cccc(Cl)c3)c(C(=O)O)n(C)c2c1,3,-0.8,-6,0.2
COc1ccc(S(=O)(=O)NC(C)(C)CO)cc1N(C)S(=O)(=O)c1ccc(C)cc1,3,-0.4,-2,0.0
Cc1ccc(S(=O)(=O)N(C)CCCC(=O)O/N=C(\N)c2ccccc2)cc1,15,0.1,19,0.6
O=C(NCC(c1ccc2c(c1)OCO2)N1CCOCC1)C(=O)Nc1ccc(Cl)cc1 (stereo not drawn),13,1.0,2,-0.1
N#CC1=C(N)Oc2c(ccc3ccccc23)C1c1ccccc1Br (stereo not drawn),-5,1.7,5,0.1
O=C1c2ccc(Oc3cccc([N+](=O)[O-])c3)cc2C(=O)N1c1ccc(O)cc1,7,0.0,7,0.3
CS(=O)(=O)n1nc(-c2cccnc2)nc1NCc1cccs1,-14,1.5,-6,-0.1
COC(=O)c1ccc(OC(=O)c2ccc(OC)c([N+](=O)[O-])c2)cc1,-1,-2.0,-5,0.7
COc1ccc(NC(=S)N2CCC3(CC2)OCCO3)cc1OC,-2,2.2,-9,0.3
CCCCOc1ccc(NC(=O)CN2CCN(C(C)=O)CC2)cc1,66*,2.8,-4,0.0
CC(C)CCCC(C)C1CCC2C3CC=C4CC(OC(=O)Oc5cccc([N+](=O)[O-])c5)CCC4(C)C3CCC12C (stereo not drawn),7,0.9,4,0.1
CN1CCCc2cc(C(CN)N3CCOCC3)ccc21 (stereo not drawn),10,0.6,4,-0.2
COc1ccc(S(=O)(=O)N(CC(N)=O)c2ccccc2OC)cc1,11,0.3,12,0.1
CC(C)(C)n1nc2c(c1NC(=O)c1c(F)cccc1Cl)CS(=O)C2 (stereo not drawn),-2,-0.3,8,-0.2
CCOC(=O)c1ccc(NC(=O)c2ccc(NS(=O)(=O)c3ccccc3)cc2)cc1,1,-0.4,5,0.2
O=C(CNc1ccc2ccccc2c1)N/N=C/c1ccccc1O,16,-0.1,9,-0.1
CCOC(=O)c1sc(NC(=O)c2nn3c(c2Cl)NC(c2cccs2)CC3C(F)(F)F)c(C(=O)OCC)c1C (stereo not drawn),68*,1.5,-9,-0.1
CCOC(=O)c1c(C)oc2c(Br)cc(NS(=O)(=O)c3ccc4ccccc4c3)cc12,10,-0.3,11,-0.1
O=C(Nc1cccc(Cl)c1)c1nn(-c2ccc(Cl)cc2)c(=O)c2ccccc12,7,-1.2,2,0.0
O=C(NCC1CCCN(Cc2cccc(-n3cccn3)c2)C1)c1cccs1 (stereo not drawn),-1,-2.0,1,0.6
C#CCN(CC=C)C(=O)c1cc(COc2ccc(C(C)=O)cc2)on1,-4,3.0,-55,-0.1
COC(=O)c1c(OCc2ccsc2)cc(=O)n2c1CCN(Cc1ccc(C)cc1)CC2,-4,-0.4,-4,-0.2
CCCC1CCC(c2ccc(-c3nc(-c4ccccn4)no3)cc2)CC1 (stereo not drawn),7,0.8,13,0.5
O=C(NCCNc1cc(-n2cccn2)ncn1)Nc1ccccc1F,0,1.2,-5,0.1
COc1ccc(C(=O)N2C(C)CCCC2C)cc1[N+](=O)[O-] (stereo not drawn),-16,-0.5,-2,-0.1
CC(C)Oc1cccc(C(=O)N2CCCC2)c1,9,1.3,4,0.1
CSc1cccc(Nc2c(-c3ccc(C)cc3)c(=O)c2=O)c1,7,0.2,7,0.2
CCOC(=O)C1=C(C)N=c2s/c(=C\c3ccc(-c4cc([N+](=O)[O-])ccc4C)o3)c(=O)n2C1c1cc(OC)ccc1OC (stereo not drawn),-3,-0.1,-4,-0.3
Cc1ccc(/C=N/NC(=O)CNC(=O)c2ccc(Cl)cc2)cc1,12,-0.2,9,0.0
CCOC(=O)/C(C#N)=C/c1c(Oc2ccc(OC)cc2)nc2c(C)cccn2c1=O,2,-0.1,5,0.1
COc1cccc(NC(=O)CN(c2ccc(C)cc2)S(=O)(=O)c2c(C)n[nH]c2C)c1,-5,0.1,16,-0.2
CC(=O)c1ccc(C(=O)Nc2nc(-c3ccc(Oc4ccccc4)cc3)cs2)cc1,5,1.6,11,-0.1
COc1ccc(NC(=O)COc2ccc(Cl)cc2Br)cc1OC,11,1.3,-8,-0.1
Cc1ncsc1C(=O)Nc1nc2c(s1)CC(C)CC2 (stereo not drawn),-9,-5.2,-47,-0.1
Cn1c(=O)[nH]c(=O)c2c1nc(Br)n2CC(O)COc1ccc(Br)cc1 (stereo not drawn),-2,1.0,19,-0.1
CCC[C@@H]1NC(=O)[C@H]2CN(C(=O)c3ccc(OC(F)(F)F)cc3)CCN2C1=O,-8,-0.9,-5,-0.1
O=C(NC(=S)Nc1ccc2oc(-c3ccccc3)nc2c1)c1ccc(Cl)cc1,13,1.1,-6,0.0
Nc1c(C(=O)Nc2ccc([N+](=O)[O-])cc2)sc2nc3c(c(-c4ccco4)c12)CCCCC3,8,-0.9,-3,0.1
COc1ccc(-c2cnn3ccc(Nc4cc(OC)c(OC)c(OC)c4)nc23)c(OC)c1,7,0.2,1,0.6
O=S1(=O)C=C(N2CCOCC2)c2ccccc21,-11,-0.3,-7,-0.3
O=c1[nH][nH]c(=S)n2nc(-c3ccccc3)cc12,12,-0.1,-10,0.5
CCN(C(=O)Cc1c(C(=O)O)n(C)c2ccccc12)c1cc(OC)ccc1OC,-2,0.3,-14,0.1
O=C1N/C(=C\c2c(F)cccc2Cl)C(=O)N1Cc1ccc(Cl)cc1,6,-0.1,14,0.0
Nc1nc(NCc2cccnc2)cc(-c2ccc(N3CCOCC3)nc2)n1,25,-2.1,-3,-0.1
CCCCCc1ccc(-c2ccc(C(=O)Oc3ccc(CC)cc3)cc2)nc1,0,-0.5,8,0.0
Cc1cc(C(=O)COC(=O)c2ccc[nH]c2=O)c(C)n1-c1ccc2c(c1)OCO2,-7,1.1,-25,-0.1
CC1CCN(Cc2nnnn2CC(=O)N2CCC(N(C)C)C2)CC1 (stereo not drawn),17,0.2,0,0.0
COc1cc(/C(C)=N/NC(=O)c2nnn(-c3nonc3N)c2C)ccc1O,2,-1.2,-16,0.7
Cc1cc(OC(C)C(=O)NCc2ccncc2)cc(C)c1Cl (stereo not drawn),1,1.9,11,0.0
OCCN1CCN(c2ncc(-c3ccoc3)n3ccnc23)CC1,-5,-0.5,-74,-0.2
O=S(=O)(c1ccccc1)N1CC2c3ccccc3CCN2C1c1cn(S(=O)(=O)c2ccccc2)nc1-c1ccc(F)cc1 (stereo not drawn),-5,-0.5,-5,0.1
O=C(O)C(Sc1nncc(-c2ccccc2)n1)c1ccccc1 (stereo not drawn),4,0.6,-5,0.1
CC1CCN(c2ccc(/C=C(\C#N)c3nn(CCO)c(N)c3C#N)cc2[N+](=O)[O-])CC1,-4,0.0,6,-0.1
CC(C)NC(=O)c1nnc(Cc2ccc(F)cc2)o1,-8,-1.3,-5,-0.1
CCCC(C)C(=O)Nc1ccc(OC)cc1[N+](=O)[O-] (stereo not drawn),-2,-0.9,1,0.0

# Record cards, from the list above. Order of values: MITF inh | GPR151 activ | TEAD-YAP block | FBW7 act
# O=S(=O)(c1ccccc1)N1CC2c3ccccc3CCN2C1c1cn(S(=O)(=O)c2ccccc2)nc1-c1ccc(F)cc1 (stereo not drawn) is listed as -5 | -0.5 | -5 | 0.1
# CC(C)NC(=O)c1nnc(Cc2ccc(F)cc2)o1 is listed as -8 | -1.3 | -5 | -0.1

# The results go on.
SMILES,MITF inh,GPR151 activ,TEAD-YAP block,FBW7 act
O=c1cc(N2CCc3ccccc32)[nH]c(=O)n1-c1ccccc1Cl,-2,1.6,5,-0.1
COC(=O)CSc1ncnc2c1sc1nc(N3CCOCC3)c3c(c12)CCCC3,4,-0.6,6,0.0
CN(C)Cn1cnc2c1c(=O)n(C)c(=O)n2C,-2,1.5,-2,-0.1
COC(=O)NC1CSCC1OC(=O)CCN1C(=O)c2ccccc2C1=O (stereo not drawn),3,0.0,14,-0.1
O=C(Nc1ccc([N+](=O)[O-])cc1)c1c(Br)sc2c1CCCC2,3,1.1,-3,-0.1
COc1ccc(N2CCN(CCNC(=O)c3ccc(OC)c(OC)c3OC)CC2)cc1,13,0.6,2,0.6
CCN(CC)c1nc(NCCOc2ccccc2)nc(Nc2cnccn2)n1,-4,3.7,2,0.1
COc1ccc(CCNc2ncnc3c2nc(N2CCC(N4CCOCC4)CC2)n3C(C)C)cc1,-6,0.6,3,-0.1
COCCOC(=O)c1c(C)oc2ccc(OC(=O)c3ccc(OC)cc3)cc12,3,0.2,-9,-0.1
O=C(NCc1ccc(F)cc1)c1cc(-c2cccs2)on1,-9,0.5,2,-0.1
c1cc(-c2nnn(CCN3CCOCC3)n2)ccn1,27,1.4,5,0.0
CCOC(=O)OC[C@H]1O[C@H](c2ccccc2)C=C[C@@H]1Oc1ccc(F)cc1C,-15,-1.6,.,-0.1

# Only FBW7 act, GPR151 activ and MITF inh, for 7 of the compounds above:
structure | FBW7 act | GPR151 activ | MITF inh
COC(=O)CSc1ncnc2c1sc1nc(N3CCOCC3)c3c(c12)CCCC3 | 0.0 | -0.6 | 4
CN(C)Cn1cnc2c1c(=O)n(C)c(=O)n2C | -0.1 | 1.5 | -2
COC(=O)NC1CSCC1OC(=O)CCN1C(=O)c2ccccc2C1=O (stereo not drawn) | -0.1 | 0.0 | 3
O=C(Nc1ccc([N+](=O)[O-])cc1)c1c(Br)sc2c1CCCC2 | -0.1 | 1.1 | 3
COc1ccc(N2CCN(CCNC(=O)c3ccc(OC)c(OC)c3OC)CC2)cc1 | 0.6 | 0.6 | 13
CCN(CC)c1nc(NCCOc2ccccc2)nc(Nc2cnccn2)n1 | 0.1 | 3.7 | -4
COc1ccc(CCNc2ncnc3c2nc(N2CCC(N4CCOCC4)CC2)n3C(C)C)cc1 | -0.1 | 0.6 | -6

# (list continues)
SMILES,MITF inh,GPR151 activ,TEAD-YAP block,FBW7 act
O=C(CCCCCn1c(=S)[nH]c2ccc(Br)cc2c1=O)NCCCN1CCN(c2cccc(Cl)c2)CC1,-8,-0.5,8,0.1
COCCN1C(=O)/C(=C\c2cc(C)n(-c3ccc(Cl)c(Cl)c3)c2C)C(C(=O)OC)=C1C,10,1.1,-16,0.6
O=C(NC(Nc1ccccc1Cl)C(Cl)(Cl)Cl)c1cccnc1 (stereo not drawn),4,-1.2,12,0.0
C=CCN(c1ccccc1C(=O)O)S(=O)(=O)c1ccc(C)cc1,11,1.0,13,0.1
Nc1nc2c(s1)CC(c1ccccc1)CC2 (stereo not drawn),16,0.6,0,-0.2

# Part of the list above, reformatted.
# Every second line gives: MITF inh	GPR151 activ	TEAD-YAP block	FBW7 act
COc1ccc(NC(=S)N2CCC3(CC2)OCCO3)cc1OC
 : -2	2.2	-9	0.3
CCCCCc1ccc(-c2ccc(C(=O)Oc3ccc(CC)cc3)cc2)nc1
 : 0	-0.5	8	0.0

# Screens as filed in PubChem BioAssay.
